# Luciferase inh: blocks purified firefly luciferase enzyme activity; P08659; purified P. pyralis luciferase, luminescence, biochemical; Potency, µM (doses to about 115 µM), without a hit: at the top dose activity change, negative = inhibition, most hits filed as inhibitors; 76,000 tested, 2.5% active; AID 1347043; also: potency is read from the fitted curve at half-maximal effect; nearly all actives have a fitted effect of over 65% in size
#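 Purified 10nM P. pyralis luciferase with 10uM D-luciferin and 10uM ATP in 50mM Tris acetate pH 7.5, 10mM Mg acetate, 0.01% Tween-20, 0.05% BSA. qHTS titration; luminescence read by CCD imager.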
# SNCA viab count: cell viability loss counter-screen. HEK-293-SNCA-luc viability, GF-AFC fluorescence, 24 h. Potency, µM (doses to about 57.1 µM), for inactives: at the top dose activity change, negative = cytotoxicity, hits mostly cytotoxic. 150,000 tested, 0.12% active;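 also: potency is read from the fitted curve at half-maximal effect; 0% = DMSO-treated cells and -100% = medium-only wells without cells; nearly all actives have a fitted effect of over 30% in size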
#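 HEK-293-SNCA-luc cells (1500/well) plated 24 h, then exposed 24 h to a dilution series; GF-AFC added 30 min at 37C, fluorescence 405/540 nm; normalised to medium-only and DMSO wells, Hill fit.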
# GPT2 inh: GPT2 alanine aminotransferase inhibition; Q8TD30; Recombinant GPT2, coupled pyruvate oxidase/HRP Amplex Red fluorescence; Potency, µM (top dose mostly 57.7 µM), without a hit: at the highest dose activity change, negative = inhibition, usual class: inhibitors; 100,000 tested, 0.25% active; AID 1671188; also: potency is read from the fitted curve at half-maximal effect; nearly all actives have a fitted effect of over 60% in size; many of its hits are not listed in these tables
# Target sequence (Q8TD30 whole entry, looked up): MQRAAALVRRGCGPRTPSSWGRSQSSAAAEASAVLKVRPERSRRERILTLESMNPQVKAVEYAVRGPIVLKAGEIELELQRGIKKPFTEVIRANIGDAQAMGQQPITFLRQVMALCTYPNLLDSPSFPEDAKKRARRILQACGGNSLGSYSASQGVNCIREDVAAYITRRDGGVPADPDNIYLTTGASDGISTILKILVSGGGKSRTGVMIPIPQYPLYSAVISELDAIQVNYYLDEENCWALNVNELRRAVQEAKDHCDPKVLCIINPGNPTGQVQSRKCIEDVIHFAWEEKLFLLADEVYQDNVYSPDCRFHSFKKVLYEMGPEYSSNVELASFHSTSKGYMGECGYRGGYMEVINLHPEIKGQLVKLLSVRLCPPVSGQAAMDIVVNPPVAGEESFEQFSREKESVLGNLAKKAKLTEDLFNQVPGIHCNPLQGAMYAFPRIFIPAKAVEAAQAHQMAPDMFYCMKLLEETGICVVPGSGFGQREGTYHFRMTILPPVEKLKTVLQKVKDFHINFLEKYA
#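 GPT2 10ng/uL, a-KG 250uM, L-Ala 2mM, HEPES pH7.5 + 0.0001% Tween; 30 min RT. Then Amplex mix (PO/HRP/ThPP), 30 min RT dark, fluorescence. AOA 50uM used as positive control.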
# SNCA expr inh: reduces expression of the alpha-synuclein gene | HEK-293 SNCA-luciferase knock-in, luminescence, 24 h | Potency, µM (doses to about 57.2 µM), for the others: at the highest dose activity change, negative = inhibition, actives largely listed as inhibitors | 140,000 tested, 0.17% active | AID 1671194;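 also: potency is read from the fitted curve at half-maximal effect; plate controls were DMSO cells for no effect and cell-free wells for full effect; nearly all actives have a fitted effect of over 45% in size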
# IP6K1 inh: blocks human inositol hexakisphosphate kinase 1 | Q92551 | IP6K1 kinase, ADP-Glo luminescence, 2 h; active compounds read low | 140,000 tested, 0.81% active | activity change, % (series mostly up to about 58 µM) | AID 1645851; in the data active = activity change below about -25%
# Target sequence (Q92551 whole entry, looked up): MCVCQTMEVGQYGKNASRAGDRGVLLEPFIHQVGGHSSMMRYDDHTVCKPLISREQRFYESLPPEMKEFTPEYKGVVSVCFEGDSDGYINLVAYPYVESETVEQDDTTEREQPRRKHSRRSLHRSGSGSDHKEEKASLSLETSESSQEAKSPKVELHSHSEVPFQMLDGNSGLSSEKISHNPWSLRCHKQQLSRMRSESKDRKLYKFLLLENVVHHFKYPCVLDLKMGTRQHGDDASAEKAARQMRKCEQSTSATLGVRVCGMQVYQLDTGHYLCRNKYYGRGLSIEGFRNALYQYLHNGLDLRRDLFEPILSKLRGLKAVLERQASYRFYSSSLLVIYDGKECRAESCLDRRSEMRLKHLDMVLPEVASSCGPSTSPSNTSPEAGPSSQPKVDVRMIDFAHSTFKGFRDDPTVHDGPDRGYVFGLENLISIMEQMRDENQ
#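 ADP-Glo luminescence measures ADP made by human IP6K1 during a 2 h RT reaction with ATP/IP6 (mix at 1.3 mM/130 uM); top library doses 57.5 and 19.1 uM final.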
# HEK cytotox: cytotoxic compounds in HEK 293 cells; HEK 293 viability, ATP luminescence (CellTiter-Glo), 48-72 h; Potency, µM (top dose mostly 115 µM), for inactives: at the top dose activity change, negative = cytotoxicity, most hits filed as inhibitors; AID 1345083; 94,000 tested, 6.6% active; also: potency is read from the fitted curve at half-maximal effect; nearly all actives have a fitted effect of over 60% in size
#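 HEK 293 seeded at 250 cells/well receive compound via pintool. After 48 or 72 hr at 37 degree Celsius, 5% CO2 and 95% humidity, CellTiter-Glo is dispensed and luminescence read following 10 min at room temperature.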
# NIH3T3 tox: NIH 3T3 cell cytotoxicity. NIH 3T3 viability, CellTiter-Glo ATP luminescence, 48-72 h. Potency, µM (highest dose often 96.7 µM), for the others: at the top dose activity change, negative = cytotoxicity, hits mostly inhibitors. 94,000 tested, 4.3% active; also: potency is read from the fitted curve at half-maximal effect; nearly all actives have a fitted effect of over 55% in size
#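 Cytotoxicity is measured as loss of cellular ATP: NIH 3T3 cells (400/well) are exposed to compound for 48 or 72 hr at 37 °C, then CellTiter-Glo luminescence is imaged after 10 min at room temperature.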
# Active calls of the source: *; i = inactive; ? = inconclusive; / = not tested or not shown; & = joins results of further samples; ! = repeats disagree; [ ] = remark or other dose. Unless noted, calls follow the shape of the dose curve; as a rule, active = well fitted curve in the direction sought with a large enough effect; inconclusive = small, poorly fitted or top-dose-only effect, or another doubt; inactive = no such curve, though single readings can be large; an effect the other way counts as inactive or inconclusive. Unless noted, % is scaled to controls: 0 for no effect and ±100 for the full control effect. Not all compounds are listed; rates above refer to the full screens.
entry	mol	GPT2 inh	SNCA expr inh	Luciferase inh	IP6K1 inh	NIH3T3 tox	SNCA viab count	HEK cytotox
1	Cc1ccccc1CN1CC[C@@H]2CN(S(C)(=O)=O)[C@@H]2C1	i	51%[activator]	-10%	7	-5%	8%[12.5 µM]	-19%
2	COc1cccc(CSc2nc(-c3ccccc3OC)nc3c2Cc2c(CO)cnc(C)c2O3)c1	/	?	/	-13	/	?	/
3	Cc1c(CNC2CCCCCC2)c(C(=O)O)c(C)n1Cc1cccc(Cl)c1	/	35%[activator]	/	2	/	-7%	/
4	Cc1cccc(-c2c3c(=O)n(C)c(=O)n(C)c3c3cnc4ccccc4n23)c1	/	5%	/	31	/	7%	/
5	CN1CCN(Cc2nc(C3(O)CCN(C(=O)c4ccccc4F)CC3)cs2)CC1	i	24%[87.6 µM]	-8%[172 µM]	2	-17%[174 µM]	3%[87.6 µM]	-3%[172 µM]
6	COc1ccccc1C(=O)Nc1cccc(OCc2cc(=O)n3ccccc3n2)c1	/	9%	/	27	/	0%	/
7	O=C(COc1ccccc1)N1CCOc2ccc(CN3CCc4ccccc4C3)cc2C1	i	?	-5%	-7	?	-5%	32µM*
8	COc1ccc(CNC(=O)CC2N=C3c4ccccc4N=C(SCC(=O)Nc4ccc(N(C)C)cc4)N3C2=O)cc1 (stereo not given)	/	?	/	-1	/	0%	/
9	Cn1cc(-c2ccncc2)cc1C(=O)N1CCN(c2ccccc2Cl)CC1	i	-15%	-8%	-2	-14%	1%	-20%
10	Clc1cc(N2CCN(c3ncccn3)CC2)n2nccc2n1	i	-8%[87.6 µM]	0%[172 µM]	1	?	-1%[87.6 µM]	-3%[172 µM]
11	CCOC(=O)C[C@@H]1C[C@@H](C(C)C)[C@H](CNC(=O)NC(C)C)C=C1C	0%[88.5 µM]	-28%[87.6 µM]	-1%[172 µM]	19	-20%[174 µM]	-18%[87.6 µM]	?
12	COc1ccccc1CCNC(=O)C(=O)NCC(c1cccs1)S(=O)(=O)c1ccc(F)cc1 (stereo not given)	/	-6%	/	-6	/	9%	/
13	COc1ccc(-c2cccc(C(=O)N3CCC(NC(=O)c4ccncc4)CC3)c2)nn1	/	/	/	-6	-1%	/	i
14	COc1ccccc1NC(=O)Cn1c(=O)n(-c2cccc(C)c2)c(=O)c2c1cc(C)n2C	2%	9%	-11%	23	3%	?	?
15	CCN(C(=O)CSc1ncc2c(n1)-c1cc(Cl)ccc1N(Cc1ccccc1)S2(=O)=O)c1cccc(C)c1	/	-19%	/	-9	/	-5%	/

# Reprinted: nos. 10–13
entry	mol	GPT2 inh	SNCA expr inh	Luciferase inh	IP6K1 inh	NIH3T3 tox	SNCA viab count	HEK cytotox
10	Clc1cc(N2CCN(c3ncccn3)CC2)n2nccc2n1	i	-8%[87.6 µM]	0%[172 µM]	1	?	-1%[87.6 µM]	-3%[172 µM]
11	CCOC(=O)C[C@@H]1C[C@@H](C(C)C)[C@H](CNC(=O)NC(C)C)C=C1C	0%[88.5 µM]	-28%[87.6 µM]	-1%[172 µM]	19	-20%[174 µM]	-18%[87.6 µM]	?
12	COc1ccccc1CCNC(=O)C(=O)NCC(c1cccs1)S(=O)(=O)c1ccc(F)cc1 (stereo not given)	/	-6%	/	-6	/	9%	/
13	COc1ccc(-c2cccc(C(=O)N3CCC(NC(=O)c4ccncc4)CC3)c2)nn1	/	/	/	-6	-1%	/	i

# (more compounds)
entry	mol	GPT2 inh	SNCA expr inh	Luciferase inh	IP6K1 inh	NIH3T3 tox	SNCA viab count	HEK cytotox
16	O=C(CN1C(=O)NC(c2ccccc2Cl)C2=C1COC2=O)Nc1ccc(C(F)(F)F)cc1 (stereo not given)	i	?	-7%	0	?	-21%	?
17	CC1(C)CC[C@]2(C(=O)O[C@@H]3O[C@H](CO)[C@@H](O)[C@H](O)[C@H]3O)CC[C@]3(C)C(=CCC4[C@@]5(C)CC[C@H](O[C@@H]6O[C@H](C(=O)O)[C@@H](O)[C@H](O[C@@H]7O[C@H](CO)[C@H](O)[C@H](O)[C@H]7O)[C@H]6O)C(C)(C)C5CC[C@]43C)C2C1 (stereo not given in full)	-10%[17.1 µM]	/	/	8	/	-14%[12.5 µM]	/
18	CC1=Nc2cc(C(=O)N3CCCCC3)ccc2Sc2ccc(C)cc21	/	19%	/	-1	/	-25%	/
19	CCOc1ccccc1CNC(=O)c1ccc2c(c1)sc1nc(-c3ccccc3)cn12	/	187%[activator]	/	-8	/	2%	/
20	Cc1cc(C)n(CC(=O)N[C@@H]2CN(c3ncccn3)C[C@H]2CN(C)C)n1	-5%	2%	-2%	24	-9%	11%	0%
21	COCCOc1cc(C)c2c(c1C)C[C@H](C(C)C(=O)NCc1cccs1)CC2 (stereo not given in full)	i	?	8%[172 µM]	3	?	-6%[87.6 µM]	50µM*
22	COc1cc(=O)n2c(c1C(=O)Nc1ccccc1Cl)CCCC2	i	2%	-7%	13	?	14%	1%
23	CCOC(=O)c1c(C)[nH]c(CCC(=O)NCc2cc(Br)ccc2OC)c1C	/	15%	/	-17	/	5%	/
24	CC(=O)Nc1ccc([C@H]2OCC(=O)N(Cc3ccccc3)[C@@H]2CO)cc1	i	2%[87.6 µM]	-8%[172 µM]	7	-14%[174 µM]	1%[87.6 µM]	-18%[172 µM]
25	Cc1ccc2nc(C3CCN(Cc4ccc(-c5cccs5)cc4)CC3)[nH]c(=O)c2c1	-12%	?	-7%	-1&-12	?	-22%&-14%	35µM*!
26	O=C1NCCOCCCN(C(=O)c2nccc3ccccc23)[C@H]2CCCC[C@@H]12	i	-6%	-1%	4	-6%	5%	?
27	CCC1c2nccn2CCCN1C(=O)CCc1c(C)noc1C (stereo not given)	i	9%	3%	0	-8%	8%	-28%
28	COc1ccc(NC(=O)Cn2nc(C(F)(F)F)c3c2CCCC3)cc1OC	/	-14%	/	14	/	1%	/
29	CC1(C)CC[C@]2(C(=O)O[C@@H]3O[C@H](CO)[C@@H](O)[C@H](O)[C@H]3O)CC[C@]3(C)C(=CCC4[C@@]5(C)C[C@@H](O)[C@H](O)[C@@](C)(CO)C5[C@H](O)C[C@]43C)C2[C@@H]1O (stereo not given in full)	4%[17.1 µM]	/	/	-4	/	-7%[23.9 µM]	/
30	C[C@@H](NC(=O)N1CCOC[C@H]1c1ncc(-c2ccc(Cl)cc2)[nH]1)c1ccccc1	-1%[88.5 µM]	-37%[87.6 µM]	15%[172 µM]	-5	100µM*	?	?
31	CCOC(=O)N1CCc2c(sc(NCc3cc(OC)c(OC)cc3OC)c2C(=O)Nc2ccc(OCC)cc2)C1	/	-8%	/	4	/	7%	/
32	COCCC(=O)N1CCC(c2noc(C3CC3)n2)C1 (stereo not given)	-4%	2%	12%	-2	i	5%	1%
33	CCC1Oc2ccc(NC(=O)C(CC)c3ccccc3)cc2CN(Cc2ccccc2)C1=O (stereo not given)	?	1%	-10%	-5	?	-16%	?
34	CCn1c(=O)cc(OCC(=O)NCc2ccccc2Cl)c2ccccc21	/	120%[activator]	/	-4	/	7%	/
35	CCN(CC)S(=O)(=O)c1ccc2nc(NC(=O)c3ccccc3OC)sc2c1	/	33%[activator]	/	10	/	10%	/
36	Cc1oc2ncn(CC(C)C)c(=O)c2c1C(=O)NCCCN1CCCCC1C (stereo not given)	/	-6%	/	27	/	-6%	/
37	c1cncc(-c2cnc3n[nH]c(-c4ccc5c(c4)OCO5)c3n2)c1	0%[88.5 µM]	?	-3%[172 µM]	-7	?	?	28µM*
38	CCC1(N2CCN(C(=O)c3ccc(Cl)s3)CC2)CCN(S(C)(=O)=O)C1 (stereo not given)	i	54%[activator]	-5%	1	-27%	1%	?
39	CCOc1ccccc1NC(=O)COC(=O)CC(C)(C)CC1=NS(=O)(=O)c2ccccc2N1	/	?	/	0	/	-29%	/
40	O=C(O)CCCC(=O)N1Cc2ccccc2CC2(CCCN2Cc2ccccc2)C1 (stereo not given)	2%	-27%	/	1	-29%	3%	-8%
41	CCc1noc(-c2cn(C3CCN(C(=O)c4ccc(C)c(F)c4)CC3)nn2)n1	i	1%	-1%	20	-20%	5%	-16%
42	CN1CCCN(CCC(=O)N2CCC3(CC2)OCCCC3O)CC1 (stereo not given)	i	?	-3%	-2	4%	-3%	i
43	COc1ccc(-c2cc(-c3ccccc3)nc3c2COc2ccccc2-3)cc1	/	1%	/	-3	/	3%	/
44	Cc1ccc(CNC(=O)C2CCCN(c3ncnc4onc(-c5ccc(F)cc5)c34)C2)cc1 (stereo not given)	/	-15%	/	-11	/	-5%	/
45	CCc1ccc(NC(=O)Cn2nc3n(c2=O)CCCC3)cc1	i	48%[activator]	-15%	-5	-15%	19%	-16%
46	COCC(=O)N[C@@H]1CCC[C@@H](C(=O)NCc2cc(F)cc(F)c2)CC(=O)N(C)C1	-2%[88.5 µM]	7%[87.6 µM]	-2%[172 µM]	12	2%[138 µM]	1%[87.6 µM]	3%[172 µM]
47	Cc1ccc(C2NC(=O)N(CC(=O)NCc3ccccc3Cl)C3=C2C(=O)OC3)cc1 (stereo not given)	1%	-25%	10%	2	-27%	1%	?
48	CCNC(=O)N1CCCN(S(C)(=O)=O)C(c2ccccc2)CC(=O)NCC1 (stereo not given)	i	-2%	-1%	2	2%	0%	-5%
49	CCn1c(=O)c2cc(C(=O)NC3CCCCCC3)sc2c2ccccc21	/	25%	/	16	/	-19%	/
50	Cn1ncc(N2CCN(CC3(O)CNCCOC3)CC2)cc1=O (stereo not given)	-2%	21%	1%	10	3%	4%	1%
51	COCCN1C(=O)CC[C@]2(C(=O)NCc3cc(F)ccc3F)CCCC[C@@H]12	i	?	0%	-4	i	0%	i
52	CC1(C)CC(=O)c2cc(C(=O)Nc3ccccc3Cl)c(=O)n(-c3ccc(Cl)cc3)c2C1	/	7%	/	-17	/	12%	/
53	O=C(NCc1ccco1)C1CN(S(=O)(=O)c2ccccc2)CC12CCCCC2 (stereo not given)	i	-8%	-3%	6	-5%	2%	?

# Four entries picked at random from the list so far, as already listed:
entry	mol	GPT2 inh	SNCA expr inh	Luciferase inh	IP6K1 inh	NIH3T3 tox	SNCA viab count	HEK cytotox
51	COCCN1C(=O)CC[C@]2(C(=O)NCc3cc(F)ccc3F)CCCC[C@@H]12	i	?	0%	-4	i	0%	i
46	COCC(=O)N[C@@H]1CCC[C@@H](C(=O)NCc2cc(F)cc(F)c2)CC(=O)N(C)C1	-2%[88.5 µM]	7%[87.6 µM]	-2%[172 µM]	12	2%[138 µM]	1%[87.6 µM]	3%[172 µM]
52	CC1(C)CC(=O)c2cc(C(=O)Nc3ccccc3Cl)c(=O)n(-c3ccc(Cl)cc3)c2C1	/	7%	/	-17	/	12%	/
50	Cn1ncc(N2CCN(CC3(O)CNCCOC3)CC2)cc1=O (stereo not given)	-2%	21%	1%	10	3%	4%	1%

# Entries by screen from the entries so far.
# Luciferase inh, nos. 47–53, in order: 10%, -1%, /, 1%, 0%, /, -3%
# GPT2 inh, nos. 47–53, in order: 1%, i, /, -2%, i, /, i
